G6PDH CS – counter-screen for G6PDH assay hits: L. mesenteroides G6PDH inhibition; Purified L. mesenteroides G6PDH, diaphorase/resazurin coupled fluorescence, 45 min; inhibition, % at 5 µM; actives 0.12% (n = 200,000); in the data active = inhibition above about 50%
STAT1 act – STAT1 signaling activation; activation (% of control), % at 5.5 µM; actives 2.6% (n = 200,000); NIH 3T3 STAT1-luciferase reporter, IFN-gamma, luminescence; 100% = IFN-gamma alone, no compound;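 active = activation above the screen-wide mean activation plus 3 SD, cut at about 130% in these data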;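 note: raw ratio to IFN-gamma control signal so 100% means no change and 0% no light; values of inactives mirror those of a sister screen read the other way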
FLuc inh counter – Photinus pyralis luciferase inhibition counter-screen. P08659. ATPLite firefly luciferase biochemical luminescence, 10 min. inhibition, % at 10 µM. actives 1.5% (n = 200,000). AID 1006;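 active = inhibition above about 50% when tested at 10 µM, limit read from the data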
Target sequence (P08659 whole entry, looked up): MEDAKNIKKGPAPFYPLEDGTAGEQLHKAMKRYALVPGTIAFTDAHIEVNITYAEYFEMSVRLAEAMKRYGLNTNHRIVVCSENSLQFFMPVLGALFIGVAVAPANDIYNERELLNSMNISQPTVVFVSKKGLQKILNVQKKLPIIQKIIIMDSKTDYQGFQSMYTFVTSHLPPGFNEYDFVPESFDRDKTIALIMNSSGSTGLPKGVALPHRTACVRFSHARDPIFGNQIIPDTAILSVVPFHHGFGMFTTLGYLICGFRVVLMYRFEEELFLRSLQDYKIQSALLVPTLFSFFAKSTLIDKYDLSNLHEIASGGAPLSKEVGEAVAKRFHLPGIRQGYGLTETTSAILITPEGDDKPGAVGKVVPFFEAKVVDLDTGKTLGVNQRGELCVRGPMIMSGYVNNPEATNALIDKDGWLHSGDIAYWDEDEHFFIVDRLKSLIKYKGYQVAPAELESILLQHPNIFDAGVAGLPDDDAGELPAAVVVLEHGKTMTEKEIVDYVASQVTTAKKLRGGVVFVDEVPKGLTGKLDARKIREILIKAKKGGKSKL
Redox H2O2 prof – compounds producing H2O2 with reducing agent – biochemical, NIH compound library profiling, artefact control for MLSCN library redox annotation, primary screen. actives 0.03% (n = 200,000). DTT-dependent redox cycling H2O2, phenol red/HRP absorbance; 100% = 100 µM peroxide control, 0% = buffer. activation, % at 10 µM;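 active = activation of at least 50% relative to the plate's high and low controls in the primary single-dose screen; inactive = activation below 50%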;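 note: compound incubated with DTT at 0.8 mM final as the reducing agent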
APP 5'UTR act – APP 5'UTR luciferase reporter activation. SH-SY5Y APP 5'UTR luciferase reporter, luminescence; zero percent = DMSO vehicle wells. activation, % at 2 µM. actives 1% (n = 190,000). AID 1276;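 active = activation above a set limit, based on mean plus 3 SD of controls, cut at about 140% in these data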; note: values of inactives mirror those of a sister screen read the other way
NF-kB neuron act – raises NF-kB expression in human neuronal cells. NF-kB reporter expression; hits give high values. fold change at 12.5 µM. actives 1.6% (n = 190,000). AID 1239; in the data active = fold change above about 3.3
Hsp70 act – Hsp70 transcriptional activation, primary screen. actives 0.04% (n = 200,000). HeLa Hsp70 promoter luciferase reporter, luminescence; scaled: vehicle 0, proteasome-inhibitor control 100%. activation, % at 10 µM;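 active = activation above the mean across all tested compounds plus 3 SD, cutoff set per campaign, cut at about 5.5% in these data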;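 note: 100% = MG132 at 30 µM as the positive control and 0% = DMSO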
APP transl inh – APP translation inhibition | actives 0.82% (n = 190,000) | inhibition, % at 2 µM | AID 1285 | SH-SY5Y APP 5'UTR-luciferase reporter, luminescence;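 active = inhibition above a set limit, derived from the sample mean plus 3 SD, cut at about 45% in these data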; note: values of inactives mirror those of a sister screen read the other way
FLuc stim CS – affects firefly luciferase, flagging false hits in luciferase stimulation screens; activation factor at 10 µM; P08659; 200,000 tested, under 10 active; ATPlite luciferase biochemical, luminescence, 10 min; 0 = ATP-free wells, 1 = DMSO control;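 active = luciferase activation factor, scaled between plate controls, of at least 2 with compound at 10 µM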
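System: luciferase plus luciferin reagent, cell-free; medium: PBS as buffer for the ATP substrate; dosing: test compounds dosed from 2 mM stocks in 100% DMSO; timing: 10 min post-reagent at room temperature; measured by: luminescence measurement of luciferase light output; evaluation: luciferase activation, seen as luminescence increase over controls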
Efa HMGR inh – blocks class II HMG-CoA reductase of Enterococcus faecalis. purified E. faecalis HMGR, NADPH absorbance 340 nm kinetic. inhibition, % at 10 µM. actives 0.41% (n = 190,000);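 active = inhibition above a set limit, the median over all tested compounds plus 3 SD, cut at about 9.5% in these data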;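 note: enzyme runs in reverse so mevalonate oxidation gives rising NADPH absorbance; 0% = complete reaction with DMSO and 100% = background rate lacking mevalonate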
An asterisk follows results filed as active; . = no result given. Not a hit list; any-hit rate near 5.3%.

SMILES	G6PDH CS	STAT1 act	FLuc inh counter	Redox H2O2 prof	APP 5'UTR act	NF-kB neuron act	Hsp70 act	APP transl inh	FLuc stim CS	Efa HMGR inh
Cc1ccc(C)c(CSc2nnc(C)c(=O)n2N)c1	-4	97	-6	-0.2	-13	0.84	-0.2	13	1.1	0
O=C(NCc1ccco1)c1ccc(Cn2c(=O)c3sccc3n(Cc3cccc(F)c3)c2=O)cc1	0	92	1	-2.2	4	1.2	-0.4	-4	1	2
O=C(O)c1cc([N+](=O)[O-])ccc1Nc1ccccc1	-2	105	2	0.4	-3	1	-0.5	3	1	-2
COc1ccc(S(=O)(=O)NCC(c2cccnc2)N2CCN(c3ccccc3)CC2)cc1C (centres undefined)	6	97	-2	0.0	0	0.83	0.7	0	1	-4
CC(=O)c1ccc(Oc2cc(C)nc(N3CCOCC3)n2)cc1	5	112	-5	-0.4	3	1.1	-0.2	-3	1.1	-2
Cc1cc(C)c(C)c(S(=O)(=O)NCC(=O)O)c1C	3	99	-2	0.8	4	1	-0.1	-4	1	2
COc1cc2c(cc1OC)C(C)N(C(=O)c1cc3c(s1)-c1c(C)cccc1OC3)CC2 (centres undefined)	14	106	-13	2.0	8	0.86	-0.3	-8	1.1	1
COc1ccc(OCCC(=O)N2CCCCC2)cc1	13	110	-1	-0.1	32	2.1	-0.4	-32	1	-7
O=C(CCCN1C(=O)c2ccccc2C1=O)Nc1ccccn1	8	102	-7	-2.9	9	0.92	-0.4	-9	1.1	-3
O=C(NCCc1ccc(Cl)cc1)C1CCN(S(=O)(=O)N2CCC3(CC2)OCCO3)CC1	-3	98	-3	-0.3	3	1.2	0.0	-3	1	1
COc1ccccc1CNC(=O)c1cccc(S(=O)(=O)N2CCN(C)CC2)c1	2	91	-8	-1.5	-18	1.2	-0.2	18	1.1	-6
CC(C)(C)c1ccc(NC(=O)Nc2ccc(OCC(=O)N3CCOCC3)cc2)cc1	1	134*	92*	-0.2	117	5.3*	0.0	-117	0.1	0
CCc1ccc(NC(=O)CCn2cccc2)cc1	5	109	-3	0.1	7	1.3	-0.2	-7	1	-3
O=C(Nc1cccc(Cl)c1)Nc1nnc(-c2ccccc2)o1	10	100	-8	-4.8	-17	1	-0.2	17	1.1	-3
O=C1CC(C(=O)N2CCC(N3CCC(C(=O)NC4CC4)CC3)CC2)c2ccccc21 (centres undefined)	12	96	-3	-1.1	-9	1.1	-0.3	9	1	-1
Cc1cccc(Nc2ncnc3ccc(Br)cc23)c1	8	87	-9	-2.6	12	1.2	-0.5	-12	1.1	-8
O=C(Cn1cc(C(=S)N2CCOCC2)c2ccccc21)N1CCOCC1	10	104	-7	2.1	0	0.96	-0.2	0	1.1	-2
O=C1CCC(CCC(=O)N2CCCC(C(=O)c3cccc(C(F)(F)F)c3)C2)=NN1 (centres undefined)	6	105	-4	0.8	16	1.4	0.1	-16	1	-3
COC(=O)c1ccc(S(=O)(=O)N2CCCCC2)o1	4	95	-3	0.0	.	0.88	-0.1	.	1	-7
CCOn1c(SC(C)C)nc2ccccc2c1=O	8	102	-5	0.1	9	1	-0.4	-9	1	-3
COc1ccc(C(=O)O/N=C(\N)c2ccncc2)cc1OC	-2	109	-2	-0.9	7	1.2	-0.1	-7	1	-3
CCOC(=O)c1[nH]cnc1C(=O)NC1CCCCC1	1	90	-3	-0.1	2	0.91	-0.6	-2	1	-2
COc1ccc(F)cc1S(=O)(=O)NC(Cc1ccccc1)C(N)=O (centres undefined)	2	128	-6	1.4	5	1.1	-0.3	-5	1.1	-5
Nc1cc(N)c(OCC(F)(F)F)cc1OCC(F)(F)F	51*	97	-6	1.8	-9	0.94	-0.2	8	1.1	5
O=C(c1ccc(C23CC4CC(CC(C4)C2)C3)o1)N1CCOCC1	-2	102	1	2.1	5	1.1	0.1	-5	1	2

More records
SMILES	G6PDH CS	STAT1 act	FLuc inh counter	Redox H2O2 prof	APP 5'UTR act	NF-kB neuron act	Hsp70 act	APP transl inh	FLuc stim CS	Efa HMGR inh
CCOC(=O)C1=C(c2ccccc2)NC(=S)NC1c1ccc(Cl)c([N+](=O)[O-])c1 (centres undefined)	6	101	-7	0.3	6	0.88	-0.2	-6	1.1	-2
CCN(C(=O)COC(=O)c1cc(S(=O)(=O)N2CCOCC2)c(Cl)cc1Cl)C1CCS(=O)(=O)C1 (centres undefined)	-1	102	-6	-1.0	0	0.95	-0.4	0	1.1	3
CCOC(=O)c1c(NS(=O)(=O)Cc2ccccc2)sc2c1CCCC2	18	99	-6	-0.3	7	1	-0.1	-6	1.1	-4
COc1ccc(CNC(=O)C2(C)Cc3ccccc3C(=O)O2)cc1 (centres undefined)	-5	100	5	-0.5	-8	1	0.0	8	0.9	-3
O=C(NCc1ccc2c(c1)OCO2)c1ccc(N2CCCC2=O)cc1	0	105	0	-0.1	-10	1.4	-0.3	10	1	-2
CCOC(=O)N1CCN(C(=O)CSc2nnc(-c3ccc(C)c(C)c3)o2)CC1	-1	96	8	-1.2	-3	0.94	-0.3	3	0.9	1
COC(=O)c1cc(NC(=O)C2C3C=CC(C3)C2C(=O)O)cc(C(=O)OC)c1 (centres undefined)	-2	101	-4	-3.3	-2	1.1	-0.2	2	1	-4
COc1ccc(CCNC(=O)CSc2nnc(CNc3ccc(Cl)cc3)o2)cc1OC	0	97	0	2.2	10	1.1	0.1	-10	1	-3
O=C(c1cc(-c2cccc(O)c2)on1)N1CCN(C(c2ccccc2)c2ccccc2)CC1	-36	97	-6	0.4	0	0.97	-0.1	0	1.1	3
C[C@H](O)[C@@H](C(=O)N1CCN(C(=O)OC(C)(C)C)CC1)n1cc(CCCCNC(=O)OC(C)(C)C)nn1	3	102	-7	0.7	4	0.95	0.1	-4	1.1	-3
COc1ccc(CCN(C)CCC(=O)Nc2cc(C)ccc2C)cc1OC	4	105	-7	-14	0	0.94	-0.3	0	1.1	.
Cc1oc(-c2ccccc2Cl)nc1CSCC(=O)NC1CC1	14	101	-3	-5.3	1	1.2	-0.2	-1	1	-5
CCn1ncc([N+](=O)[O-])c1C(=O)Nc1c(C)nn(Cc2ccc(F)cc2)c1C	6	99	-1	0.0	17	1.1	-0.3	-17	1	-3
CC(C)(O)C#Cc1ncc(C(F)(F)F)cc1Cl	1	97	-3	0.5	3	1.2	0.0	-3	1	-4
Cc1cc(Cl)c(S(=O)(=O)Nc2ccc3c(c2)OCCO3)cc1OCC(=O)NC1CCCCC1	14	93	-6	0.1	-14	0.69	-0.3	14	1.1	3
O=[N+]([O-])c1ccc(Cl)c(/C=N/n2c(COc3ccccc3)n[nH]c2=S)c1	-3	91	-4	-0.7	0	1.3	-0.2	0	1	-2
O=C(CCN1CCN(c2ccccn2)CC1)Nc1ccc(F)cc1	0	96	-6	0.8	3	1.2	-0.4	-3	1.1	0
CCOC(=O)c1cc2sccc2n1CC(=O)Nc1ccc(OC)cc1OC	-18	101	-6	12	19	0.85	-0.1	-19	1.1	1
CCOc1ccccc1NC(=O)CSc1ccccc1	0	102	-4	-0.5	-6	1.3	-0.3	6	1	2
Cc1ccc(CNCC(=O)Nc2ccc(C)cc2Br)cc1	-7	105	-5	-0.2	7	0.98	-0.1	-7	1.1	-8
COc1ccc(-c2csc(N(CCCN(C)C)C(=O)c3cccs3)n2)cc1	2	105	-6	-0.2	9	0.99	0.3	-9	1.1	-2
C=CCOC(=O)N1CCN(c2cccc(C(F)(F)F)c2)CC1	4	98	-4	1.5	9	1.2	-0.3	-9	1	-4
Cn1c(N)c(C(=O)COC(=O)CCCc2nc3ccccc3s2)c(=O)n(C)c1=O	-5	90	-4	-0.3	8	1.3	-0.1	-8	1	-8
Cc1ncc(CC(=O)n2cc(C(=O)c3cc(Cl)ccc3O)cn2)s1	4	103	-5	-1.0	7	0.9	-0.4	-7	1	-1
CC(C)(C)C(=O)NC(=S)N1CCOCC1	7	99	-6	0.3	-26	1.1	-0.1	26	1.1	-6

Continuation.
SMILES	G6PDH CS	STAT1 act	FLuc inh counter	Redox H2O2 prof	APP 5'UTR act	NF-kB neuron act	Hsp70 act	APP transl inh	FLuc stim CS	Efa HMGR inh
COc1cccc(NC(=O)CN2CCN(c3ccccc3F)CC2)c1	-5	106	-6	2.3	1	1.1	-0.5	-1	1.1	2
COc1ccc(C(CC(=O)O)NC(=O)c2ccccc2)cc1OC (centres undefined)	-4	99	-5	0.4	25	1.3	0.6	-25	1.1	-7
CCCS(=O)(=O)N1CCN(c2cc3c(cc2[N+](=O)[O-])n(C)c(=O)n3C)CC1	-1	95	-14	1.1	-7	1	0.3	7	1.1	2
O=C(Nc1ccccc1)NC(Cc1ccc(O)cc1)C(=O)O (centres undefined)	0	101	-6	-0.2	12	1.2	-0.4	-12	1.1	-9
COc1ccc(OC)c(N(CC(=O)Nc2ccccc2)S(C)(=O)=O)c1	5	94	-3	-1.4	1	0.83	-0.2	-1	1	8
CCc1cccc(NC(=O)C2CCN(S(=O)(=O)c3cccs3)CC2)c1	2	101	-6	0.6	5	0.73	-0.3	-5	1.1	-2
CCOc1ccc2nc(COC(=O)c3ccco3)c(C(C)=O)[n+]([O-])c2c1	1	103	6	-0.4	4	1.1	-0.3	-4	0.9	-4
Cc1ccc(Cn2nnc3c(=O)[nH]c(C4CCN(S(=O)(=O)c5cc(C)ccc5C)CC4)nc32)cc1	8	99	-6	1.3	-7	1	-0.5	7	1.1	0
COCCNC(=O)C(c1ccccc1)N(C(=O)Cn1nnc2ccccc21)c1cccnc1 (centres undefined)	6	89	0	0.3	-10	1.1	-0.1	10	1	-2
Cc1ccc(S(=O)(=O)NCC23C=CC(O2)C2C(=O)N(c4ccccc4)C(=O)C23)cc1 (centres undefined)	-9	99	-6	0.3	-5	1.2	-0.3	5	1.1	-5
O=C1OC(c2ccco2)=N/C1=C\c1ccc(-c2cccc(C(F)(F)F)c2)o1	8	95	-5	0.1	5	0.88	-0.2	-5	1	-14
CS(=O)(=O)Nc1ccc(C(=O)Nc2ccc(S(=O)(=O)N3CCCC3)cc2)cc1	4	93	-1	-2.4	8	1.3	0.1	-8	1	-3
Cc1ccccc1NC(=O)CSc1nn2c(=O)c(C)nnc2s1	-1	95	-1	-0.5	4	1.1	-0.4	-4	1	-2
Cn1cc(CN2CCN(c3cnccn3)CC2)c(-c2cccc(Cl)c2)n1	4	85	-6	-1.3	-7	.	0.0	7	1.1	1
O=C(Nc1ccc(S(=O)(=O)N2CCc3ccccc32)cc1)c1ccco1	4	101	-2	3.6	0	0.82	-0.3	0	1	4

From PubChem
